Bioassay records (PubChem)
USP1 inh: blocks the human USP1/UAF1 deubiquitinase complex; recombinant USP1/UAF1, Ub-Rhodamine cleavage fluorescence; Potency, µM (titrated, usually from 57.1 µM), for inactives: at the highest dose activity change, negative = inhibition, most hits filed as inhibitors; 390,000 compounds, 0.23% hits; AID 743255; also: potency is read from the fitted curve at half-maximal effect; % is scaled to controls: 0 for no effect and ±100 for the full control effect; nearly all actives have a fitted effect of over 60% in size; inactives centre near -12
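Step one: compound is pinned into 1nM USP1/UAF1 in HEPES pH 7.8 buffer with TCEP. Step two: 15 min room-temperature incubation. Step three: Ub-Rho (150nM final) starts cleavage, tracked by fluorescence over six one-minute reads.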
D2 antag: antagonizes the human D2 dopamine receptor | P14416 | HEK293 TREx D2 cells, calcium flux, dopamine EC80 | inhibition, % at 10 µM | 340,000 compounds, 2% hits; in the data active = inhibition above about 30%; also: 0% is about no effect
Target sequence (P14416 whole entry, looked up): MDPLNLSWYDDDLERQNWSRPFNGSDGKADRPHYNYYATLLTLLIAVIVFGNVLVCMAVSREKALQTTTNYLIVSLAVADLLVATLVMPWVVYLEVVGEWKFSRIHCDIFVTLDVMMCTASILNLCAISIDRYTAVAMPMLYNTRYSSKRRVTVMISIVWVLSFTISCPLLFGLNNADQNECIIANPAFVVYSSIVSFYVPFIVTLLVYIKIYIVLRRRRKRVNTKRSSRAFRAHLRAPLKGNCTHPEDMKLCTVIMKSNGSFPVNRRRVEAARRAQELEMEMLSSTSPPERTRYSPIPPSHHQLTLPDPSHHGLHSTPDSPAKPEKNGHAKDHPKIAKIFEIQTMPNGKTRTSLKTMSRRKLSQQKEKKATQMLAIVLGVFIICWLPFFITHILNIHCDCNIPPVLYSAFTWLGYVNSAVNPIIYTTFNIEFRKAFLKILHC
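In this primary screen, negative modulation is detected by tracking calcium flux after an EC80 dopamine challenge in inducible HEK293 T-REx D2 cells preexposed to test compound for 180 s.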
Pin1 inhibitor: inhibitors of human Pin1. 390,000 compounds, 0.009% hits. Q13526. Pin1 FP peptide displacement, HiFluor488, 10 min. Potency, µM (series often up to 115 µM), for inactives: at the top dose activity, negative = inhibition, hits mostly inhibitors; active = well fitted inhibition curve with a large enough effect in the polarisation, with a control signal flat, not every such curve was filed as active; inconclusive = small, poorly fitted or top-dose-only effect, or effect the other way, or a change in a side signal; inactive = no such curve, though single readings can be large or run the other way; the % refers to the polarisation; also: potency is read from the fitted curve at half-maximal effect; % is scaled to controls: 0 for no effect and ±100 for the full control effect
Target sequence (Q13526 whole entry, looked up): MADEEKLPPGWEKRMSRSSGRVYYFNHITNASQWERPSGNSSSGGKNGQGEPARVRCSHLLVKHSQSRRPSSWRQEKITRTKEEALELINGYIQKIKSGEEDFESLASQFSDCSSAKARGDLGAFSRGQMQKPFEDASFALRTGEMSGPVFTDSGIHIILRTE
TRHR enhancer: allosteric enhancers of human TRH receptor; TRHR cells, fluo-8 calcium fluorescence, EC20 TRH enhancement; enhancement, % at 2 µM; P34981; 360,000 compounds, 0.66% hits; in the data active = enhancement above about 30%; also: 0% is about no effect
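Enhancer read-out: after compound pinning and an initial kinetic agonist-mode read, an EC20 of TRH (10 nM final) was injected and fluo-8 calcium signal (Ex 480/Em 530) followed at 1 s/cycle for 100 cycles in TRHR-expressing cells.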
TrxR1 substrate: substrates of rat thioredoxin reductase 1. purified TrxR1 substrate turnover, NADPH consumption readout. Potency, µM (top dose mostly 114 µM), without a hit: at the highest dose activity change, negative = substrate turnover. 390,000 compounds, 0.01% hits; also: potency is read from the fitted curve at half-maximal effect; % is scaled to controls: 0 for no effect and ±100 for the full control effect; nearly all actives have a fitted effect of over 50% in size
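Rat TrxR1, dispensed at 90 nM, was prereduced with 400 uM NADPH (final) for 5 min at ~22 deg C, then incubated with compound 15 min before 400 uM selenite. A first-read NADPH fluorescence drop versus no-compound background flagged substrates.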
rTrxR1 inhibitor: blocks rat thioredoxin reductase 1; O89049; recombinant rTrxR1, NADPH fluorescence consumption, selenite substrate; 390,000 compounds, 1% hits; AID 588453; Potency, µM (titrated, usually from 114 µM), without a hit: at the top dose activity change, negative = inhibition, most hits filed as inhibitors; also: potency is read from the fitted curve at half-maximal effect; % is scaled to controls: 0 for no effect and ±100 for the full control effect; nearly all actives have a fitted effect of over 65% in size
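Rat TrxR1 (90 nM in the dispensed reagent) was pre-reduced with 400 uM NADPH for 5 min at room temperature, then incubated with compound for 15 min. After 400 uM selenite was added, NADPH fluorescence (Ex 340/Em 450 nm) was followed for 8 min.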
TRHR ag: agonists of human TRH receptor; P34981; TRHR cells, calcium flux fluo-8, FDSS agonist mode; activation, % at 2 µM; 360,000 compounds, 0.18% hits; AID 493084; in the data active = activation above about 30%; also: 0% is about no effect
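TRHR-expressing cells, plated overnight in medium with 10% serum, were loaded with fluo-8 calcium dye at room temperature. After a 10 s baseline, library compound was pin-added and calcium release was recorded kinetically (ex 480/em 530) as agonist response.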
mIDH1 inhibitor: inhibitors of human mutant IDH1 R132H | IDH1-R132H enzyme, NADPH consumption, diaphorase/resazurin fluorescence | O75874 | Potency, µM (top dose mostly 76.6 µM), for the others: at the highest dose activity change, negative = inhibition, usual class: inhibitors | 390,000 compounds, 0.093% hits | AID 602179; also: potency is read from the fitted curve at half-maximal effect; % is scaled to controls: 0 for no effect and ±100 for the full control effect; nearly all actives have a fitted effect of over 65% in size
Target sequence (O75874 whole entry R132H, stated change not applied): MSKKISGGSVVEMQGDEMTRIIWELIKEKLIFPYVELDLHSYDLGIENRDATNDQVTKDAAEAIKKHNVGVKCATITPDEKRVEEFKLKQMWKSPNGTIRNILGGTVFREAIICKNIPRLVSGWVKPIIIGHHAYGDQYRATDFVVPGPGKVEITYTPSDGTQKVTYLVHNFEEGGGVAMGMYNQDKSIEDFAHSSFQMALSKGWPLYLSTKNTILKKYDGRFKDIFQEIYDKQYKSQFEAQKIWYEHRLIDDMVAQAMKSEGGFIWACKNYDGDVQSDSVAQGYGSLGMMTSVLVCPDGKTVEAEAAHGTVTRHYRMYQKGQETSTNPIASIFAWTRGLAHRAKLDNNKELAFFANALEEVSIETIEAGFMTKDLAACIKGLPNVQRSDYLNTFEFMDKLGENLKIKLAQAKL
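IDH1-R132H (0.5 ug/mL) preincubated 30 min with compound, then NADPH (0.016 mM) and alpha-KG (2 mM) added; 80 min at RT, pH 7.5. Remaining NADPH coupled via diaphorase/resazurin to fluorescence (540/590 nm); concentration-response curves normalized to no-enzyme control.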
D2 agonist: agonists of human D2 dopamine receptor. activation, % at 2 µM. 340,000 compounds, 0.53% hits. HEK293 T-REx D2 cells, calcium flux agonist mode. P14416;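 active = activation over 3 SD above normal in the single-dose calcium agonist read, cut at about 30% in these data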; also: 0% is about no effect
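Tetracycline-induced HEK293 T-REx cells with force-coupled D2 receptor, plated overnight at 30 C, loaded with no-wash calcium dye. After a 10 s baseline, compound was pin-added and calcium flux read kinetically for 180 s; calcium rises flagged agonists.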
Numbers without * were called inactive; ? = inconclusive; . = not tested or not shown; [ ] = dose if it differs, or a comment. Unless noted, calls follow the shape of the dose curve; as a rule, active = well fitted inhibition curve with a large enough effect; inconclusive = small, poorly fitted or top-dose-only effect; inactive = no such curve, though single readings can be large or run the other way. Only part of the results is shown; the hit share may differ from the screen's.

Molecule,USP1 inh,D2 antag,Pin1 inhibitor,TRHR enhancer,TrxR1 substrate,rTrxR1 inhibitor,TRHR ag,mIDH1 inhibitor,D2 agonist
CC(=O)c1cccc(OCc2cc(C(=O)N(C)CCc3ccccn3)no2)c1,-4%,-6,-3%,3,-2%,-28%,0.3,-22%,0.6
CCOC(=O)N1CCN(C(=O)c2c(-c3ccccc3)noc2C)CC1,1%,2,-17%,23,-5%,5%,0.8,-2%,-0.6
CN(CCc1ccccc1)C(=O)c1ccc(NC(=O)Cc2ccc(NC(=O)C3CCN(C(=O)c4ccccc4)CC3)cc2)cc1,-20%,.,35%[activator],.,-9%,-9%,.,-5%[38.3 µM],.
COc1ccccc1N(C)S(=O)(=O)c1ccc(C(=O)OCC(=O)N(C)c2ccccc2)cc1,-6%,3,0%,4,1%,4%,1.0,4%,1.1
O=C(COc1ccccc1)Nc1nnc(SCc2cc(=O)c3ccccc3[nH]2)s1,-26%,.,5%,0,-5%[57.1 µM],13%[57.1 µM],-0.2,16%,-0.4
O=C(/C=C/N1CCOCC1)c1coc2ccccc12,-20%,6,17%,-9,-16%,?,0.5,4%,0.6
c1ccc(-n2cccc2CNC2CCCCC2)cc1,-7%,11,-3%,48*,-2%,-8%,0.1,1%,0.7
Cc1ccc(C(=O)NN(CCC#N)C2=NS(=O)(=O)c3ccccc32)cc1,-11%,6,-1%,2,-4%[57.1 µM],1%[57.1 µM],0.4,2%,0.6
O=C(COC(=O)/C=C/c1ccccc1)NC1CCS(=O)(=O)C1 (stereo not drawn),-18%,-9,-3%,3,1%,18%,0.6,5%,0.6
COc1ccc(CNC2C[C@H]3CCCC(=O)N4CC[C@@H](C2)[C@@H]34)cc1 (stereo partly drawn),-1%,.,0%,.,-11%,-9%,.,-2%,.
Cc1c(N2C(=O)CS/C2=N\N=C\c2ccc(Cl)cc2)c(=O)n(-c2ccccc2)n1C,-18%,-10,0%,4,1%,12%,-0.4,1%,-0.4
Cc1ccccc1OCC(=O)Nc1ccccc1C(=O)OCc1cc(=O)n2ccsc2n1,-6%,.,-5%,0,5%[57.1 µM],19%[57.1 µM],-1.3,0%,1.7
CCCC(=O)NC1CCc2cc(OC)c(OC)c(OC)c2-c2ccc(OC)c(=O)cc21 (stereo not drawn),1%,.,3%,.,4%[57.1 µM],-17%[11.4 µM],.,-1%,.
O=[N+]([O-])c1ccc(-c2nc(Nc3ccc(O)cc3)c3ccccc3n2)cc1,-19%,16,0%,-5,0%,25%,0.1,-9%,0.0
O=C(NCCc1ccccc1)C(c1ccccc1)N(C(=O)c1csnn1)C1CC1 (stereo not drawn),?,.,-6%,0,2%[57.1 µM],7%[57.1 µM],0.3,-2%,.
O=C(COC(=O)c1ccccn1)c1ccc(Br)cc1,-12%,-18,-5%,-6,4%,7%,-0.4,3%,0.4
CC(C)(C)c1csc(N(CCC#N)CCC#N)n1,-5%,-5,2%,-12,-1%,6%,0.2,2%,0.6
CCCn1c(SCC(=O)N2CCCC(C)C2)nnc1-c1cccnc1 (stereo not drawn),-7%,-17,-2%,29,13%[11.4 µM],23%[11.4 µM],-0.7,5%,-3.5
N#CC(=C(O)COC(=O)CCC1CCCCC1)c1nc2ccccc2[nH]1,-6%,.,?,.,-3%,-16%,.,7%,.
Cc1ccc2c(c1)C(=O)C(=O)N2CCOc1ccccc1,-21%,2,-2%,-5,2%,16%,-0.2,6%,-0.1
Cc1nc(SCC(=O)c2ccccc2)n[nH]1,-11%,21,-9%,-3,-8%,?,0.2,5%,1.2
CCOC(=O)c1sc(NC(=O)CSc2nc3c(c(=O)n2-c2ccc(F)cc2)SCC3)c(C(=O)OCC)c1C,.,23,.,-15,.,.,0.4,.,0.2
COc1cc(NC(=O)Cn2ncc3c(=O)oc4ccccc4c32)cc(OC)c1OC,-20%,.,8%,5,-8%,9%,-0.2,1%,-0.1
Cc1ccc(NC(=O)Nc2ccon2)cc1Cl,-22%,0,-1%,10,-2%,25%,0.5,-5%,0.1
CC(=O)c1cccc(NC(=O)C(C)OC(=O)c2cccc(-n3cnnn3)c2)c1 (stereo not drawn),-22%,2,-4%,-4,-1%,13%,0.6,0%,-0.7
COc1cccc(Cn2c(NCc3cccnc3)nc3c2c(=O)n(C)c(=O)n3C)c1,3%,5,6%,11,-3%,-5%,-0.8,-1%,0.2
Cn1cc(Br)c(C(=O)N2CCCCCC2)n1,-18%,-10,-7%,-7,6%,35%,-0.1,3%,0.2
CCCCCNC(=O)c1cccnc1SCC(=O)Nc1ccccc1OC,-16%,-6,-1%,6,2%,12%,-0.4,2%,-2.3
Clc1cccc(N2CCN(c3nc4ccccc4n4nnnc34)CC2)c1,-7%,.,?,0,9%,17%,1.4,.,-0.1
CC(C)CCNc1nc(-c2ccco2)c2c(c1C#N)CCCC2,-12%,-5,14%,-1,86%[activator][57.1 µM],?,0.6,1%,-0.7
CCCN1CCN(c2nnc(-n3cccc3C(=O)Nc3cc(Cl)ccc3C)s2)CC1,?,.,1%,2,-3%[57.1 µM],9%[57.1 µM],1.1,-3%,0.7
CCOc1ccc(CNc2ncc(-c3ccccc3)n2C)cc1,0%,-24,-1%,1,6%[57.1 µM],28%[57.1 µM],-0.4,4%,-2.1
O=c1c(Cl)c(Cl)cnn1Cc1ccccc1Cl,-19%,-1,2%,9,5%,20µM*,-0.5,4%,-0.3
COc1ccc(CNC(=S)N/N=C/c2ccncc2)cc1,-11%,-11,1%,-1,-16%,-16%,-0.1,-13%,-0.1
CN(C)CC(O)c1ccc(C=Cc2ccc(Cl)cc2)cc1 (stereo not drawn),-7%,.,7%,.,10%[57.1 µM],13%[2.29 µM],.,2%,.
O=c1cc(CN2CCN(Cc3ccccc3)CC2)c2cc(O)ccc2o1,-22%,-47,3%,-5,2%,10%,2.0,-6%,0.8
COc1ccc(NC(=O)Cn2ccn(Cc3ccccc3)c(=O)c2=O)cc1Cl,13%,.,32%[activator],-4,-9%,-13%,0.1,0%,0.6
COc1cc(C)c2c(c1OC)C(=O)CC2,-7%,.,-9%,.,4%,-11%,.,10%,.
Cc1nc2c(C)cccn2c1/C(O)=C1\C(=O)C(=O)N(CCN2CCOCC2)C1c1ccncc1 (stereo not drawn),-9%,16,-11%,3,-6%,-14%,0.6,6%,-0.5
O=C(CSc1nn(-c2ccc(F)cc2)c(=S)s1)NC(=O)NCc1ccco1,-4%,2,21%,0,8%[57.1 µM],3%,0.0,-4%,-1.9
CCOc1ccc2[nH]c3c(N4CCN(C(=O)c5ccco5)CC4)ncnc3c2c1,-20%,.,-1%,-5,6%,?,0.4,0%,.
CCOC(=O)N1CCN(S(=O)(=O)N(C)C)CC1,-2%,-15,-14%,8,-8%,9%[57.1 µM],-0.5,1%,-0.6
CC1CCN(S(=O)(=O)c2nnc(NC(=O)c3cccc(F)c3)s2)CC1,-2%,.,-6%,5,-2%,18%,1.2,-2%,1.2
CC(=O)Nc1cc(Br)ccc1O,-23%,-19,-1%,0,-2%,15%,0.3,-6%,0.2
Cc1ccc(Cl)cc1N1CCN(C(=O)c2cc3c(=O)[nH]c4ccccc4c3n2C)CC1,-4%,3,-2%,-4,1%,-3%[57.1 µM],-0.9,-1%,-1.6
Cc1ccc(S(=O)(=O)c2nnn3c2nc(NCCCN2CCCC2=O)c2ccccc23)cc1C,-30%,4,18%,-9,43%[activator],46%[activator],-0.5,4%,-0.2
Cc1c(NC(=O)c2cnc(Cl)c(Cl)c2)c(=O)n(-c2ccccc2)n1C,-25%,-7,-3%,-8,1%,9%,0.4,6%,0.8
CCc1cc(Br)ccc1NC(=S)NCCc1ccccc1,-24%,-5,-1%,-2,-2%,-1%,-0.1,5%,0.7
CCN1CCN(C(=S)Nc2ccccc2Cl)CC1,-15%,12,-9%,2,5%[57.1 µM],-18%,0.5,1%,-0.1
Cc1cc2occ(CC(=O)OCC(=O)Nc3sc4c(c3C#N)CCC(C)C4)c2cc1C (stereo not drawn),-18%,-1,1%,1,0%[57.1 µM],9%[57.1 µM],-1.8,-6%,1.1
CCOc1ccc2nc(NC(=O)C3CCCN(S(=O)(=O)c4cccc5nonc45)C3)sc2c1 (stereo not drawn),-14%,-9,48%[activator],1,-5%,13%,0.8,-1%,0.2
O=C(O)[C@H]1Cc2ccccc2CN1S(=O)(=O)c1ccc(F)cc1,-14%,-1,3%,3,-3%,8%,0.7,0%,1.7

Pulled by compound from the list above (2):
Molecule,USP1 inh,D2 antag,Pin1 inhibitor,TRHR enhancer,TrxR1 substrate,rTrxR1 inhibitor,TRHR ag,mIDH1 inhibitor,D2 agonist
Cc1ccccc1OCC(=O)Nc1ccccc1C(=O)OCc1cc(=O)n2ccsc2n1,-6%,.,-5%,0,5%[57.1 µM],19%[57.1 µM],-1.3,0%,1.7
Cc1ccc(NC(=O)Nc2ccon2)cc1Cl,-22%,0,-1%,10,-2%,25%,0.5,-5%,0.1
